# tim10-1 inh = tim10-1 yeast growth inhibition. S. cerevisiae tim10-1 ts strain growth, BacTiter-Glo, 24 h. inhibition, % at 20 µM. actives 2.2% (n = 330,000);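 active = inhibition of at least 40%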;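 also: mutant grown at 25 °C; 0% = DMSO wells with yeast and 100% = wells holding no yeast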
# TIM10 inh = TIM10 yeast growth inhibition. S. cerevisiae TIM10 strain growth, BacTiter-Glo luminescence, 24 h. inhibition, % at 10 µM. actives 1.4% (n = 330,000);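 active = inhibition of 40% or more at the single tested concentration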;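 also: wild-type TIM10 isogenic control strain grown at permissive 25 °C; 0% = DMSO yeast wells and 100% = minimal medium wells without yeast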
# tim23-1 inh = growth inhibitors of tim23-1 mutant yeast | S. cerevisiae tim23-1 growth, BacTiter-Glo luminescence, 24 h | inhibition, % at 20 µM | actives 1.3% (n = 330,000) | AID 463212;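 active = growth inhibition of the mutant yeast at or above 50%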;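 also: temperature-sensitive mutant grown at 25 °C; plate controls were DMSO-treated mutant yeast for no effect and medium wells lacking yeast for full effect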
# Mdm2 MdmX PPI = inhibitors of human Mdm2/MdmX interaction | O15151+Q00987 | SaOS-2 split-luciferase Mdm2/MdmX complementation, luminescence | inhibition, % at 8 µM | actives 3% (n = 330,000) | AID 485346;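 active = inhibition of at least 50% at 8 µM in the primary screen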
# GRIN3A LBD mod = NR3A (human) ligand-binding domain modulation; NR3A LBD differential scanning fluorimetry, Tm shift; 0% = protein alone, 100% = glycine-bound protein; Tm shift relative to glycine control, % at 25 µM; actives 2.5% (n = 340,000); AID 1259313;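 active = melting temperature shift of at least 10% of the positive control shift, at one fixed dose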
# XBP1 UPR activ = activators of adaptive arm of unfolded protein response (XBP1); activation, % at 20 µM; actives 0.33% (n = 330,000); CHO-XBP1 luciferase reporter, IRE1-XBP1 UPR activation, luminescence; percent of tunicamycin response, DMSO as zero; AID 463104;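 active = versus positive control, 20 µM dose yields 30% or more activation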;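 also: 100% = tunicamycin at 10 µg/mL and 0% = DMSO only wells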
#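 Material: CHO cell line with stable XBP1 luciferase reporter; schedule: 16-18 h cell attachment at 37 °C, then 6 h compound exposure; signal: glow luminescence from Steady-Glo reagent; medium: serum-containing F12 medium, 10% FBS; benchmarks: tunicamycin 10 µg/mL and vehicle-only wells; read-out: percent activation relative to tunicamycin reference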
# CHOP UPR activ = apoptotic UPR (CHOP) activation. CHO-CHOP luciferase reporter, luminescence; percent of tunicamycin response over DMSO baseline. activation, % at 10 µM. AID 449763. actives 0.34% (n = 330,000);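 active = at 10 µM dose, activation of 40% or more, normalized to positive control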;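 also: 100% = tunicamycin at 10 µg/mL and 0% = DMSO alone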
#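 Test system: CHO CHOP reporter cells. Input: 500 CHO-CHOP cells per well. Medium: F12 with 10% FBS. Technique: luciferase luminescence. Measure: percent activation relative to tunicamycin control. Dosing: 10 µM compound, 0.5% DMSO. Timing: 16-18 h cell attachment, then 6 h compound exposure, 37 °C.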
# APJ ag = agonists of human APJ apelin receptor; P35414; CHO-K1 APJ PathHunter beta-arrestin, luminescence; 0% DMSO wells, 100% apelin; activation, % at 20 µM; actives 0.11% (n = 330,000); AID 2520;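 active = activation more than six SD over the plate average, tested at 20 µM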;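 also: 0% = DMSO alone and 100% = apelin-13 at 10 nM; some results filed as inactive read as strong as hits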
#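 Material: CHO-K1 APJ beta-arrestin complementation cell line; Input: cell density 1000 per well; Incubation: compound stimulation 90 min at 25 °C, detection 60 min; Signal: luminescence from split beta-galactosidase complementation, Galacton Star/Emerald II substrate; Controls: DMSO-only wells as negative, 10 nM Apelin-13 as positive control.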
# NLRP3 yeast inh = NALP3 inhibition in yeast; inhibition, % at 10 µM; actives 0.39% (n = 330,000); Yeast reconstituted NLRP3/ASC/caspase-1, beta-gal luminescence, 24 h; AID 2825;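 active = inhibition of 50% or more; inactive = inhibition below 50%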;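 also: plate controls were induced DMSO wells for no effect and uninduced yeast grown without galactose for full effect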
# * hit, by the source's call. Rows are unselected; 8.2% or so of the library scored in one or more.
# Value order – tim10-1 inh	TIM10 inh	tim23-1 inh	Mdm2 MdmX PPI	GRIN3A LBD mod	XBP1 UPR activ	CHOP UPR activ	APJ ag	NLRP3 yeast inh
O=C(N/N=C/c1c[nH]c2ccccc12)c1ccc([N+](=O)[O-])cc1Cl
→ 29.9	15.9	22.8	8.2	3.5	-3.6	0.0	0.2	18.6
CCN1CCN(C(=O)c2ccc3c(c2)N(Cc2ccccc2)C(=O)c2ccccc2S3(=O)=O)CC1
→ 36.4	4.2	-7.7	-8.4	-13.8	2.6	-0.6	-1.6	6.7
Cc1cc(C)c(C2=CSC3=NS(=O)(=O)CCN23)c(C)c1
→ 5.7	-5.3	2.0	-20.9	0.6	-0.6	-2.3	-2.4	13.9
COc1cccc(NC(=O)CS(=O)(=O)Cc2nc(-c3ccc(C)cc3)oc2C)c1
→ 11.6	4.0	3.5	10.8	-11.6	-3.8	-1.9	-0.8	0.9
CCOc1ccc(CN2CCN(C3CCC3)CC2CCO)cc1 (stereo unspecified)
→ 0.1	-8.4	15.3	4.2	-0.8	-0.1	-1.1	0.2	15.7
c1csc(Cc2nc3ccccc3[nH]2)c1
→ 13.0	12.5	12.9	-11.7	3.9	-0.2	2.0	-3.2	17.0
c1ccc(CN2CCC3(CC2)Nc2ccccc2CO3)cc1
→ 15.7	-1.9	-3.7	12.5	-0.1	0.7	-0.5	-3.1	8.4
CCN(C(=O)CSc1cc(C)c2ccccc2n1)c1c(N)n(Cc2ccccc2)c(=O)[nH]c1=O
→ -7.7	6.4	11.9	9.1	0.0	-1.8	1.0	-0.9	18.9
COc1ccc(CNC(=O)Cc2nn(C)c(=O)c3ccccc23)cc1
→ 9.2	5.8	17.2	25.4	11.0*	-4.6	4.3	0.9	-4.1
CNC(=O)CSc1nnc(NC(=O)C2CC(=O)N(c3ccccc3OC)C2)s1 (stereo unspecified)
→ -0.2	7.0	2.2	22.5	1.7	-1.6	-0.4	10.4	23.1
N=C1C(c2nc(-c3ccc(F)cc3)cs2)=C(O)CN1Cc1ccc(Cl)cc1
→ 10.4	-3.8	8.1	-0.5	-0.9	1.3	-1.9	-4.4	-8.7
O=C(COc1ccccc1Br)NCCc1nc2ccccc2[nH]1
→ 11.1	-13.5	1.5	-12.2	-0.6	-0.1	0.3	0.0	-1.2
NS(=O)(=O)c1ccc(NC(=O)Nc2ccc(Cl)cc2)cc1
→ 12.9	10.1	1.9	-36.0	4.6	2.2	0.5	-1.5	17.0
COc1ccccc1N(C)S(=O)(=O)c1ccc(Cl)c(C(=O)OCc2c(C)noc2C)c1
→ 18.9	9.5	23.2	1.4	-2.2	-3.3	0.5	-2.6	14.5
O=C(C[n+]1ccc2c(c1)nnn2-c1ccccc1)c1ccc(Cl)cc1
→ 16.1	3.8	-6.3	13.4	-2.3	-0.9	-0.3	-1.7	15.0
CN1CCN(c2ccc(NC(=O)c3cc([N+](=O)[O-])ccc3N3CCOCC3)cc2)CC1
→ -6.5	2.4	-5.1	17.8	2.5	-1.6	2.3	3.9	18.7
COc1cc(NC(=O)Cc2ccc(OC)c(S(=O)(=O)N3CCOCC3)c2)c(OC)cc1Cl
→ -4.6	-7.7	-21.6	11.4	-2.0	-4.5	-0.4	-5.2	3.5
Fc1ccc(NC(=S)N2CCN(C/C=C/c3ccccc3)CC2)c(F)c1
→ 19.1	-0.8	33.3	10.7	-0.9	-2.3	-2.3	-0.1	28.3
CCOC(=O)N(C)S(=O)(=O)c1ccccc1[N+](=O)[O-]
→ 10.0	12.3	-6.5	10.7	-0.9	2.3	-0.1	-3.6	-11.8
Cc1ccccc1C(=O)OC1OC(=O)C(Cl)=C1Nc1ccccc1 (stereo unspecified)
→ 35.6	37.4	29.4	2.0	-10.5	-5.5	0.4	2.0	10.9
COc1ccc(C2C(C(=O)O)CCC(=O)N2c2ccc(OC)cc2)cc1 (stereo unspecified)
→ 4.1	7.5	19.6	16.5	-0.1	1.3	0.9	-2.2	17.1
COc1ccc(CCNC(=O)c2cc(-c3ccc(C)c(C)c3O)n[nH]2)cc1OC
→ 14.9	16.2	14.0	8.1	-2.5	-3.5	-4.1	-3.1	12.0
C=CC[C@@H](CC(=O)OC(C)(C)C)C(=O)OC[C@H]1CCCN1C(=O)[C@@H](CC=C)CC(=O)N[C@H](CO)Cc1ccccc1
→ 10.3	6.3	14.4	7.3	-2.5	-0.1	0.3	-1.5	18.6
Cc1cc2cc(C=C(C#N)C#N)c(Cl)nc2cc1C
→ 55.4*	37.7	62.4*	-0.5	1.2	-1.8	10.3	4.8	18.3
CCOC(=O)c1cc(C)sc1N1C(=O)C2C3C=CC(C3)C2C1=O (stereo unspecified)
→ 19.8	3.9	2.8	16.9	5.6	-4.0	0.8	-1.4	0.7
CC(=O)N/N=C(/C)c1ccc(NC(=O)c2csc(C)c2C)cc1
→ -8.9	-2.6	-2.4	-113.7	-5.1	-4.0	4.6	-2.3	6.7
COc1ccc(NC(=O)CSc2nc(C(C)C)nc3c2c(=O)n(C)c(=O)n3C)c(OC)c1
→ -5.0	9.2	11.6	40.7	0.3	-3.3	1.9	7.3	14.4
CCOc1ccccc1CNCCNCC(C)O (stereo unspecified)
→ 0.3	-1.8	8.9	-1.3	0.2	-2.2	-1.5	-0.5	7.2
COc1ccc2c(c1)[nH]c1c(=O)n(CCN3CCOCC3)cnc12
→ -7.4	-8.8	2.6	-1.6	-0.2	0.0	0.5	1.2	6.1
O=C1CC(N2CCOCC2)C(=O)N1c1ccc2c(c1)OCO2 (stereo unspecified)
→ 4.8	8.3	1.6	8.4	3.9	2.2	-4.0	1.8	15.7

# An excerpt from above, limited to NLRP3 yeast inh and tim10-1 inh.
Structure	NLRP3 yeast inh	tim10-1 inh
COc1ccc(CCNC(=O)c2cc(-c3ccc(C)c(C)c3O)n[nH]2)cc1OC	12.0	14.9
C=CC[C@@H](CC(=O)OC(C)(C)C)C(=O)OC[C@H]1CCCN1C(=O)[C@@H](CC=C)CC(=O)N[C@H](CO)Cc1ccccc1	18.6	10.3
Cc1cc2cc(C=C(C#N)C#N)c(Cl)nc2cc1C	18.3	55.4*
CCOC(=O)c1cc(C)sc1N1C(=O)C2C3C=CC(C3)C2C1=O (stereo unspecified)	0.7	19.8

# Other records follow.
# Value order – tim10-1 inh	TIM10 inh	tim23-1 inh	Mdm2 MdmX PPI	GRIN3A LBD mod	XBP1 UPR activ	CHOP UPR activ	APJ ag	NLRP3 yeast inh
CCn1c(SCC(=O)N2CCCC2)nc2c(c1=O)SCC2
→ 9.0	6.6	13.6	-8.7	-0.7	-4.4	-0.6	13.4	13.5
COc1ccc(NC(=O)CC(C)c2ccccc2)cc1S(=O)(=O)N1CCOCC1 (stereo unspecified)
→ 4.7	12.9	9.5	9.3	1.1	-2.2	-2.8	-2.2	-3.7
O=C(NCC(c1ccco1)N1CCCC1)c1cccc(NS(=O)(=O)c2ccccc2)c1 (stereo unspecified)
→ -2.6	8.6	5.7	6.9	1.7	-3.5	0.7	6.1	12.3
COc1ccc(OCC(O)COc2ccc(OC)cc2)cc1
→ -5.6	-5.8	17.3	13.2	-0.8	-2.8	-1.8	1.9	32.7
NS(=O)(=O)c1cc(C(=O)OCC(=O)Nc2ccc3c(c2)OCO3)ccc1Cl
→ -1.4	-4.8	-0.5	3.1	-1.0	-2.9	-1.5	-3.7	5.4
O=C(c1ccc(Cl)cc1)C1CCCN(Cc2ccc(Oc3ncccn3)cc2)C1 (stereo unspecified)
→ -3.2	-5.2	4.3	22.5	0.0	-0.5	-0.6	-2.9	20.8
COc1ccc(OCc2nc(-c3ccc(F)c(F)c3)cs2)cc1
→ 11.9	14.5	24.5	-21.1	-1.0	2.4	3.4	0.2	11.0
COc1ccc(N(CC(O)Cn2c(C)nc3ccccc32)S(=O)(=O)c2ccc(C)cc2)cc1 (stereo unspecified)
→ 10.5	-2.2	10.4	-12.3	-8.0	-1.0	3.8	4.6	21.6
COC(=O)c1cccc(NC(=O)C2COc3ccccc3O2)c1C (stereo unspecified)
→ 13.7	5.0	30.0	-33.7	-1.4	3.1	-2.4	7.5	9.9
CC(=O)N1[C@H](Cc2ccccc2)C=C[C@]1(C)C(=O)NCCN1CCOCC1
→ -7.7	-5.9	0.0	-8.2	1.4	-1.5	-1.4	1.7	-6.8
CN1CCC(C2(O)c3ccccc3CCc3ccccc32)CC1
→ 11.5	-3.5	-3.0	9.2	0.1	1.9	0.9	-1.7	13.3
CCOc1cc2[nH]c(=O)n(CCC(=O)NCCc3ccccc3)c(=O)c2cc1OCC
→ 26.4	14.5	21.8	-2.4	0.8	2.9	1.0	-0.4	16.1
O=C(OCn1nnc2ccccc2c1=O)c1cc(-c2ccccc2)nc2ccccc12
→ 0.5	-2.0	-13.9	4.9	-25.4	-1.0	2.5	-3.3	14.0
CC(C)CNS(=O)(=O)c1ccc(CCC(=O)Nc2cc(Cl)ccc2Oc2ccccc2)cc1
→ 10.8	0.6	10.1	30.8	-9.8	-2.6	3.8	1.0	18.8
CCN(CC)C(=O)c1ccccc1NC(=O)c1ccccc1C
→ 11.3	-4.2	12.8	11.0	-2.2	-0.9	-0.7	0.2	-3.6
O=C(CSc1nc2c(cnn2-c2ccccc2)c(=O)[nH]1)N1CCCCC1
→ 5.6	-18.6	3.7	16.3	5.4	-1.2	1.1	0.7	4.1
COc1cnn(-c2ccc(C)cc2)c(=O)c1Cl
→ -0.7	-11.8	2.1	-22.5	1.3	-2.5	5.8	2.2	-16.9
CCOc1ncccc1C(=O)OCC(=O)NC(=O)c1ccccc1
→ 5.9	1.2	4.5	4.4	0.1	-3.7	-0.3	-1.7	10.7
Cc1ccn2c(/C=N/OCc3cccc(F)c3)c(-c3ccc(Cl)cc3)nc2c1
→ -6.0	8.5	9.9	11.4	-1.7	1.3	2.1	-6.8	5.8
COc1ccc(CCNC(=O)Cn2nnc(-c3cccc(OC)c3OC)n2)cc1OC
→ 13.9	-17.8	5.6	-17.6	4.2	0.9	0.6	-0.7	-12.2
CC(Oc1ccc2c3c(c(=O)oc2c1)CCC3)C(=O)NCc1ccccn1 (stereo unspecified)
→ -2.1	7.4	2.9	-13.3	-2.8	-0.2	0.0	-2.6	12.8
COc1ccccc1C(=O)NC(=O)COC(=O)Cc1ccc(F)cc1
→ -14.3	3.0	2.0	-16.7	2.4	-2.4	0.1	-4.2	8.4
NC(=O)[C@@H]1CC2(CC(c3cccc(NC(=O)[C@H]4CCC(=O)N4)c3)=NO2)CN1C(=O)COc1ccc(Cl)cc1 (stereo partly specified)
→ -2.0	-4.4	10.9	6.3	3.5	0.1	-1.9	-5.7	2.9
Brc1ccc(OCCn2ccnc2)cc1
→ -0.7	9.0	2.8	5.7	1.7	-3.6	-1.4	-4.8	0.9
O=C(c1ccc(CN2CCOCC2)cc1)N1CCN(c2ccccc2F)CC1
→ -3.6	1.4	10.8	15.8	2.6	-2.7	2.4	0.0	5.8
